Source: PubChem
NSD2 HMT inh: NSD2 histone methyltransferase inhibitors, primary screen, biochemical, AlphaScreen, single concentration, set 2. NSD2 peptide methylation, 120 min. actives 0.54% (n = 310,000). inhibition, % at 12.5 µM. Histone-lysine N-methyltransferase NSD2 (Homo sapiens), O96028; in the data active = inhibition above about 50%
SR-BI DiI-HDL act: activators of SR-BI mediated DiI-HDL uptake, primary screen, ldlA[mSR-BI] CHO cells, DiI fluorescence; activation, % at 12.5 µM; 3 h; 100 = double the neutral-control signal; actives 0.096% (n = 320,000); AID 504775, 2011;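 active = mean replicate activation of at least 60% and every replicate at or above 60%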;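 note: 0% = median plate neutral-control signal and 100% = twice that signal; values of inactives mirror those of a sister screen read the other way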
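Material – SR-BI-overexpressing, LDLR-lacking CHO cells · Medium – BSA-supplemented, HEPES-buffered Ham's F12, pH 7.4 · Doses – single concentration · Times – compound with DiI-HDL co-incubation, 3 h at 37 °C · Measured by – bottom-read fluorescence, 550/595 nm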
SR-BI HDL uptake: inhibitors of SR-BI mediated HDL lipid uptake, primary screen, ldlA[mSR-BI] cells, fluorescence, single point; Scavenger receptor class B member 1 (Mus musculus), Q61009; ldlA[mSR-BI] CHO cells, DiI-HDL uptake fluorescence, 3 h; inhibition, % at 12.5 µM; actives 0.96% (n = 320,000); AID 488896, 2010;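 active = mean replicate inhibition of at least 70% and a set share of replicates each scoring 70 or more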;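 note: 0% = median of neutral control wells and 100% = median of positive control wells; values of inactives mirror those of a sister screen read the other way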
Keap1 Nrf2 FP: Keap1-Nrf2 protein-protein interaction inhibitors, primary screen, biochemical, fluorescence polarization, single point | Kelch-like ECH-associated protein 1 (Homo sapiens), Q14145 | Keap1 Kelch-Nrf2 peptide fluorescence polarization, 1536-well | inhibition, % at 9.4 µM | actives 0.15% (n = 340,000) | AID 504523, 2011; in the data active = inhibition above about 12%;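 note: human Keap1 Kelch domain with fluorescein labeled Nrf2 9mer peptide probe; 0% = neutral control wells and 100% = peptide positive control; higher means more block of Keap1 binding to Nrf2 peptide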
Target sequence (Q14145 whole entry, looked up, the tested form may be a part): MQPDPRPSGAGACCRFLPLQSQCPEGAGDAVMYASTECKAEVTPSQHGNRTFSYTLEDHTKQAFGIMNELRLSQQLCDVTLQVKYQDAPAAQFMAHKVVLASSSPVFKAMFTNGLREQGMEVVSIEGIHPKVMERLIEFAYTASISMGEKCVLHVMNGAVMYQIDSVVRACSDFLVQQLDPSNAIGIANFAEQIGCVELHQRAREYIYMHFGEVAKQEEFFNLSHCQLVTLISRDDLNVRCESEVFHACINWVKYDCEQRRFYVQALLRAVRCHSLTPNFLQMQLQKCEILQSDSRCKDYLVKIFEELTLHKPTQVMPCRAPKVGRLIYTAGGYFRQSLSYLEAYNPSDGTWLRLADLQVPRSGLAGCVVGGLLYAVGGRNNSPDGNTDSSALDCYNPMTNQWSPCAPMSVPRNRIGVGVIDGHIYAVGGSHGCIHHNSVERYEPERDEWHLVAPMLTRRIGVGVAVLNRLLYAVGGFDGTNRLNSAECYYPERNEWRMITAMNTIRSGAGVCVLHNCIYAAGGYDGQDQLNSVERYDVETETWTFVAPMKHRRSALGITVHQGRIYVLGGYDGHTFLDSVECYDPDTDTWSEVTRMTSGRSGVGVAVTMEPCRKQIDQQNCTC
Arr AP2 block: inhibitors of beta-arrestin/AP2 binding, primary screen, biochemical, GPCR trafficking, flow cytometry | inhibition, % at 10 µM | AID 504490, 2011 | FITC-arrestin peptide / GST-AP2 beads; AP2 beta2 appendage carries R879A mutation | actives 0.31% (n = 340,000) | beta-arrestin 1 C-terminal peptide binding to AP2 beta2-adaptin appendage (human);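 active = inhibition above a set limit, near 3 SD of compounds lacking own fluorescence, cut at about 54% in these data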;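 note: plate controls were DMSO wells for no effect and 5 µM unlabelled arrestin peptide for full effect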
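Test system: GST-tagged AP2 beta2-adaptin appendage (R879A) on 4 µm glutathione beads; also added: fluorescein-tagged arrestin peptide at 50 nM final; timing: 12 min plus 1 h, RT; signal: flow cytometry, FL1 (488/535 nm); read-out: percent drop in bead-associated FITC signal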
Cardiac RTF inh: cardiac RTF calcium sensitivity inhibitors, primary screen, biochemical, IANBD-TnC fluorescence, EC70 calcium; Troponin I, cardiac muscle (Homo sapiens) + Troponin T, cardiac muscle (Homo sapiens) + …; IANBD-labeled cardiac RTF, Ca2+ fluorescence; inhibition, % at 7.15 µM; actives 0.12% (n = 340,000); AID 493244, 2011;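 active = inhibition above the mean inhibition of all tested compounds plus 3 SD, cut at about 17% in these data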;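 note: assay run at fixed EC70 calcium of 1.6 mM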
DAGLB inhibitor: DAGLB lipase inhibitors, primary screen, biochemical, fluorescence, HTS; inhibition, % at 5.17 µM; HEK293T DAGLB membrane lysate, EnzChek fluorogenic substrate; actives 0.059% (n = 340,000); Diacylglycerol lipase-beta (Homo sapiens), Q8NCG7; in the data active = inhibition above about 34%;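 note: 0% = enzyme with vehicle and 100% = wells lacking enzyme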
PKA-R2B act: activators of PKA-R2B holoenzyme, primary screen, biochemical, fluorescence polarization, Cy5-IP20, human | cAMP-dependent protein kinase catalytic subunit beta (Homo sapiens) + cAMP-dependent … | PKA-R2B holoenzyme dissociation; R2B truncated from residue 108, S112A mutant; 0% DMSO only, 100% 113 µM cGMP | activation, % at 11.4 µM | actives 0.079% (n = 340,000);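 active = activation above a cutoff set at the mean over all compounds plus 3 SD, cut at about 18% in these data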;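 note: higher means more holoenzyme dissociation and a rise in polarization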
Target sequence (P31323 whole entry, looked up, other chains not shown, the tested form may be a part): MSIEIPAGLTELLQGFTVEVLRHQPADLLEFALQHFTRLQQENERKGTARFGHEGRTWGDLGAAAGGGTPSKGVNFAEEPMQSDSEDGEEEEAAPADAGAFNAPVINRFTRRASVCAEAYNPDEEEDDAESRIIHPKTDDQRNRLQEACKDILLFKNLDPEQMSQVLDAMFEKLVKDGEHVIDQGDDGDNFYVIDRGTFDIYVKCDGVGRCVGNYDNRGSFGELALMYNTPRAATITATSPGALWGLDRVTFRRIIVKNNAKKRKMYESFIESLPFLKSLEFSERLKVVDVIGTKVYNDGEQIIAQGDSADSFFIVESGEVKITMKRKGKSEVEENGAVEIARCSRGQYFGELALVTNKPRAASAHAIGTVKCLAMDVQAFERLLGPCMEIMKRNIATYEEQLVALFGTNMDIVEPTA
PvdQ inh: P. aeruginosa PvdQ acylase inhibitors, primary screen, biochemical, fluorescence, plate reader and imaging, single point; purified PvdQ acylase; actives 0.063% (n = 340,000); inhibition, % at 10 µM; PvdQ acylase [Pseudomonas aeruginosa LESB58]; AID 488965, 2010; in the data active = inhibition above about 30%, passing the limit was not always enough;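 note: 0% = vehicle neutral wells and 100% = reference inhibitor wells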
C-LANA FP: inhibitors of KSHV C-LANA binding to DNA, primary screen, biochemical, fluorescence polarization, FAM-LBS DNA, MBP-C-LANA, single point; Kaposi's sarcoma herpesvirus LANA C-terminal domain (residues 932-1162) DNA binding; actives 0.078% (n = 340,000); inhibition, % at 9 µM; AID 504423, 2011;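 active = highest replicate inhibition at or above 60% at 9 µM, even if other replicates fall short; inactive = all replicates below 60% inhibition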;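 note: 0% = neutral control wells and 100% = 4 µM acridine orange control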
Starred values were filed as active, the others as inactive.

Screening O=C(O)c1cccc(CSc2nnc(Cc3ccccc3)o2)c1 returned NSD2 HMT inh -1, SR-BI DiI-HDL act 17, SR-BI HDL uptake -17, Keap1 Nrf2 FP -2, Arr AP2 block -11, Cardiac RTF inh 0, DAGLB inhibitor 3, PKA-R2B act 7, PvdQ inh -6 and C-LANA FP -0.7.
For Cc1ccc(C(C[N+](=O)[O-])c2c(-c3ccccc3O)[nH][nH]c2=O)cc1 (centres undefined) the results were NSD2 HMT inh 35, SR-BI DiI-HDL act 11, SR-BI HDL uptake -11, Keap1 Nrf2 FP -2, Arr AP2 block 5, Cardiac RTF inh -13, DAGLB inhibitor 5, PKA-R2B act 1, PvdQ inh -18 and C-LANA FP 0.5.
For CC(C)n1c(SCC(=O)Nc2ccccc2)nc2c1c(=O)[nH]c(=O)n2C the results were NSD2 HMT inh -2, SR-BI DiI-HDL act 5, SR-BI HDL uptake -5, Keap1 Nrf2 FP 7, Arr AP2 block -13, Cardiac RTF inh -5, DAGLB inhibitor 1, PKA-R2B act -10, PvdQ inh -5 and C-LANA FP 0.5.
Screening O=C1NC(=NCc2ccccc2)NC1(c1ccccc1)c1ccccc1 returned NSD2 HMT inh -1, SR-BI DiI-HDL act 13, SR-BI HDL uptake -13, Keap1 Nrf2 FP 2, Arr AP2 block 3, Cardiac RTF inh -12, DAGLB inhibitor -2, PKA-R2B act -2, PvdQ inh 18 and C-LANA FP 2.4.
Cc1ccc(/C=N/NC(=O)CCCOc2ccc(Cl)cc2Cl)cc1[N+](=O)[O-] was read as NSD2 HMT inh -4, SR-BI DiI-HDL act -24, SR-BI HDL uptake 24, Keap1 Nrf2 FP 2, Arr AP2 block -4, Cardiac RTF inh -2, DAGLB inhibitor -5, PKA-R2B act 1, PvdQ inh -10 and C-LANA FP 3.1.
`O=c1oc2c3c(nn2c2ccccc12)CCCC3` gave NSD2 HMT inh 0, SR-BI DiI-HDL act 26, SR-BI HDL uptake -26, Keap1 Nrf2 FP -1, Arr AP2 block 2, Cardiac RTF inh -2, DAGLB inhibitor 1, PKA-R2B act -6, PvdQ inh 0 and C-LANA FP 0.3.
Cc1ccc(N/C(N)=N/c2nc(C)cc(N3CCCCC3)n2)c(C)c1 was read as SR-BI DiI-HDL act -25, SR-BI HDL uptake 25, Keap1 Nrf2 FP -8, Arr AP2 block 39, Cardiac RTF inh 4, DAGLB inhibitor 4, PKA-R2B act -5, PvdQ inh -1 and C-LANA FP 0.2.
Screening Nc1nc(Cl)cc(N2CCC(c3cc(-c4ccc(Cl)cc4Cl)n[nH]3)CC2)n1 returned NSD2 HMT inh -2, SR-BI DiI-HDL act 11, SR-BI HDL uptake -11, Keap1 Nrf2 FP -5, Arr AP2 block 0, Cardiac RTF inh -7, DAGLB inhibitor 0, PKA-R2B act -5, PvdQ inh -14 and C-LANA FP 0.4.
`Cc1cccc(N/C(N)=N/c2nc(C)c(Cc3ccccc3)c(=O)[nH]2)c1` gave NSD2 HMT inh 0, SR-BI DiI-HDL act 19, SR-BI HDL uptake -19, Keap1 Nrf2 FP -4, Arr AP2 block -21, Cardiac RTF inh 4, DAGLB inhibitor 2, PKA-R2B act -2, PvdQ inh -10 and C-LANA FP -1.1.
For COc1ccc2c(c1)CCc1cc(C(=O)O)sc1-2 the results were NSD2 HMT inh 0, SR-BI DiI-HDL act 11, SR-BI HDL uptake -11, Keap1 Nrf2 FP 0, Arr AP2 block -8, Cardiac RTF inh 0, DAGLB inhibitor 3, PKA-R2B act 2, PvdQ inh -19 and C-LANA FP -0.5.
Screening CCCCCN1C(=O)Cn2c(nc3ccccc3c2=O)C1C (centres undefined) returned NSD2 HMT inh -1, SR-BI DiI-HDL act 20, SR-BI HDL uptake -20, Keap1 Nrf2 FP -5, Arr AP2 block -1, Cardiac RTF inh -2, DAGLB inhibitor 0, PKA-R2B act -1, PvdQ inh -20 and C-LANA FP 0.5.
Screening CCCC(=O)Nc1ccc(Cl)c(NC(=O)CC)c1 returned SR-BI DiI-HDL act -14, SR-BI HDL uptake 14, Keap1 Nrf2 FP -5, Arr AP2 block 18, Cardiac RTF inh -7, DAGLB inhibitor 3, PKA-R2B act 7, PvdQ inh -8 and C-LANA FP 1.4.
For Cc1onc(-c2ccccc2)c1C(=O)N/N=C/c1cn(C)c2ccccc12 the results were NSD2 HMT inh 1, SR-BI DiI-HDL act -20, SR-BI HDL uptake 20, Keap1 Nrf2 FP 0, Arr AP2 block 21, Cardiac RTF inh -2, DAGLB inhibitor -4, PKA-R2B act -6, PvdQ inh 0 and C-LANA FP 1.3.
`O=C(O)C(c1ccccc1)N1C(=O)/C(=C\c2ccc(-c3ccc(Br)cc3)o2)SC1=S` (centres undefined) gave NSD2 HMT inh 1, SR-BI DiI-HDL act -18, SR-BI HDL uptake 18, Keap1 Nrf2 FP -52, Arr AP2 block 14, Cardiac RTF inh -65, DAGLB inhibitor 1, PKA-R2B act 7, PvdQ inh 10 and C-LANA FP 4.6.
For CCCCCCCCCCCC(=O)NC(C(=O)OCC)C(O)c1cccc([N+](=O)[O-])c1 (centres undefined) the results were NSD2 HMT inh -5, SR-BI DiI-HDL act -7, SR-BI HDL uptake 7, Keap1 Nrf2 FP 4, Arr AP2 block 0, Cardiac RTF inh 1, DAGLB inhibitor -1, PKA-R2B act 5, PvdQ inh 2 and C-LANA FP 0.6.
For CCCOc1ccc(C2c3c(oc4cc(C)c(C)cc4c3=O)C(=O)N2CCCN(C)C)cc1 (centres undefined) the results were SR-BI DiI-HDL act 10, SR-BI HDL uptake -10, Keap1 Nrf2 FP 3, Arr AP2 block 9, Cardiac RTF inh -8, DAGLB inhibitor -2, PKA-R2B act -5, PvdQ inh -19 and C-LANA FP 0.8.
Screening Cc1cc(NC(=O)c2ccc(NC(=O)C3CCCO3)cc2)ccc1Br (centres undefined) returned NSD2 HMT inh -2, SR-BI DiI-HDL act -55, SR-BI HDL uptake 55, Keap1 Nrf2 FP -1, Arr AP2 block -12, Cardiac RTF inh 2, DAGLB inhibitor -1, PKA-R2B act -11, PvdQ inh -5 and C-LANA FP 2.0.
O=C(O)CN1C(=O)/C(=C\c2ccccc2OCc2ccc(F)cc2)SC1=S was read as NSD2 HMT inh 16, SR-BI DiI-HDL act 19, SR-BI HDL uptake -19, Keap1 Nrf2 FP -2, Arr AP2 block 6, Cardiac RTF inh -1, DAGLB inhibitor 5, PKA-R2B act 10, PvdQ inh 6 and C-LANA FP 0.2.
For COC(CNC(=O)c1ccc2c(c1)nc(C)n2-c1ccc(F)c(F)c1)OC the results were NSD2 HMT inh -2, SR-BI DiI-HDL act -11, SR-BI HDL uptake 11, Keap1 Nrf2 FP 0, Arr AP2 block 6, Cardiac RTF inh -19, DAGLB inhibitor -1, PKA-R2B act 2, PvdQ inh -13 and C-LANA FP 0.6.
Cc1nn(-c2ccc(F)cc2)c(Cl)c1/C=N/NC(=O)c1ccc(O)cc1 was read as NSD2 HMT inh 1, SR-BI DiI-HDL act -44, SR-BI HDL uptake 44, Keap1 Nrf2 FP -3, Arr AP2 block 15, Cardiac RTF inh 2, DAGLB inhibitor 0, PKA-R2B act -4, PvdQ inh 5 and C-LANA FP 1.2.
For COc1ccccc1C(=O)N(Cc1ccc(C)o1)C1CCS(=O)(=O)C1 (centres undefined) the results were NSD2 HMT inh 3, SR-BI HDL uptake -9, Keap1 Nrf2 FP -4, Arr AP2 block 0, Cardiac RTF inh -1, DAGLB inhibitor 3, PKA-R2B act 10, PvdQ inh -17 and C-LANA FP -1.3.
`COc1ccnc(CSC(N)=Nc2ccccc2C(F)(F)F)c1` gave NSD2 HMT inh -2, SR-BI DiI-HDL act 9, SR-BI HDL uptake -9, Keap1 Nrf2 FP 2, Arr AP2 block -3, Cardiac RTF inh -5, DAGLB inhibitor -3, PKA-R2B act -4, PvdQ inh -8 and C-LANA FP -2.1.
`COc1ccc(C(=O)N/N=C/c2sc(=O)n(Cc3cccc(C(=O)O)c3)c2Cl)cc1` gave NSD2 HMT inh 3, Keap1 Nrf2 FP -1, Arr AP2 block -4, Cardiac RTF inh -5, DAGLB inhibitor -1, PKA-R2B act 1, PvdQ inh -9 and C-LANA FP -0.5.
O=C(COC(=O)CCc1c[nH]c(=O)[nH]1)Nc1ccccc1 was read as NSD2 HMT inh -4, SR-BI DiI-HDL act 10, SR-BI HDL uptake -10, Keap1 Nrf2 FP 7, Arr AP2 block -6, Cardiac RTF inh -15, DAGLB inhibitor -2, PKA-R2B act -10, PvdQ inh -10 and C-LANA FP 5.7.
For O=C(N/N=C\C=C\c1ccc2c(c1)OCO2)C1COc2ccccc2O1 (centres undefined) the results were NSD2 HMT inh 1, SR-BI DiI-HDL act -14, SR-BI HDL uptake 14, Keap1 Nrf2 FP -2, Arr AP2 block 29, Cardiac RTF inh -4, DAGLB inhibitor -3, PKA-R2B act -12, PvdQ inh 9 and C-LANA FP -0.9.
O=S(=O)(Nc1ccc(Oc2ncccn2)c(Cl)c1)c1ccc(F)cc1 was read as NSD2 HMT inh -14, SR-BI DiI-HDL act 19, SR-BI HDL uptake -19, Keap1 Nrf2 FP -4, Arr AP2 block 26, Cardiac RTF inh 3, DAGLB inhibitor -1, PKA-R2B act -16, PvdQ inh 4 and C-LANA FP -0.1.
Screening CCn1c2ccccc2c2cc(NC(C)=O)ccc21 returned NSD2 HMT inh -3, SR-BI DiI-HDL act -5, SR-BI HDL uptake 5, Keap1 Nrf2 FP -4, Arr AP2 block 1, Cardiac RTF inh -3, DAGLB inhibitor 2, PKA-R2B act 1, PvdQ inh -9 and C-LANA FP -0.2.
For O=C(O)CNC(=S)NCc1ccccc1 the results were NSD2 HMT inh 0, SR-BI DiI-HDL act 16, SR-BI HDL uptake -16, Keap1 Nrf2 FP -1, Arr AP2 block -7, Cardiac RTF inh 4, DAGLB inhibitor 0, PKA-R2B act -3, PvdQ inh -4 and C-LANA FP -1.0.
